TRHR agonist: qHTS for Small Molecule Agonists and Allosteric Enhancers of Human TRH Receptor: Primary Screen for Agonists | TRHR cells, calcium flux fluo-8, FDSS agonist mode | Thyrotropin-releasing hormone receptor (Homo sapiens), P34981 | actives 0.18% (n = 360,000) | activation, % at 2 µM; note: 0% is about no effect
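TRHR-expressing cells loaded with fluo-8 calcium dye; 23 nL library compound pin-transferred, kinetic FDSS fluorescence (Ex 480/Em 530) recorded about 180 s for agonist-induced calcium release, before a 10 nM TRH EC20 addition for potentiator mode.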
D1 antagonist: Antagonist of Human D 1 Dopamine Receptor: qHTS. HEK293 TREx D1 cells, calcium flux, dopamine EC80; stronger effect = lower value. activity change, negative = inhibition, % at 10 µM. AID 504652, 2011. D(1A) dopamine receptor (Homo sapiens), P21728. actives 3.2% (n = 360,000); in the data active = activity change below about -30%; note: % is set by controls: 0 for no effect and ±100 for the full control effect
Target sequence (P21728 whole entry, looked up): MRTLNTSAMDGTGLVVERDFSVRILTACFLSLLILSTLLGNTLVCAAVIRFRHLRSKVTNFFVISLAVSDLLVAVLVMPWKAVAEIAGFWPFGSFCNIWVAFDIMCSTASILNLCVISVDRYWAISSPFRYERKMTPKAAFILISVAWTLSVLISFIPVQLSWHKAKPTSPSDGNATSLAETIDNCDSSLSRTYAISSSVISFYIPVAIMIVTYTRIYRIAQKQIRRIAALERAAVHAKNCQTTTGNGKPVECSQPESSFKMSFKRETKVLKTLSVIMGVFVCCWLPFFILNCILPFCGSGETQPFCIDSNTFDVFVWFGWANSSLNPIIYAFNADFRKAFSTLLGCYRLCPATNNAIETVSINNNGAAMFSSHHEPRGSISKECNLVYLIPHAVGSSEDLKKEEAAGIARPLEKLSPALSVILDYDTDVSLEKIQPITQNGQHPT
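Using tetracycline-induced force-coupled D1 Hek293 cells and a calcium dye, signals were followed for 180 s after compound, then for 180 s after EC80 dopamine, to detect inhibitors.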
D1 agonist: Allosteric Agonists of the Human D1 Dopamine Receptor: qHTS. AID 504660, 2011. activation, % at 2 µM. HEK293 T-REx D1 cells, calcium flux, agonist mode. D(1A) dopamine receptor (Homo sapiens), P21728. actives 1% (n = 360,000); note: 0% is about no effect
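Tetracycline-induced HEK293 TREx D1 cells, force-coupled to calcium signalling, were dye-loaded with a no-wash calcium kit. Compound was pin-added after a 10 s baseline. Fluorescence was read kinetically at 1 cycle/s for 180 s, with calcium rises flagged as agonism.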
RXFP1 antagonist: qHTS Assay for Antagonists of the Relaxin Receptor RXFP1. activity change, negative = inhibition, % at 57.5 µM. HEK293-RXFP1, relaxin-stimulated cAMP HTRF, 30 min; stronger effect = lower value. actives 0.59% (n = 350,000);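 active = activity change of -60% or lower, but not beyond a set lower limit; inconclusive = change between -60% and -40%, or beyond the set limit; inactive = change above -40%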; note: % is set by controls: 0 for no effect and ±100 for the full control effect
D2 antag: HTS Assay for Allosteric Antagonists of the Human D2 Dopamine Receptor: Primary Screen for Antagonists. inhibition, % at 10 µM. actives 2% (n = 340,000). HEK293 TREx D2 cells, calcium flux, dopamine EC80; in the data active = inhibition above about 30%; note: 0% is about no effect
Target sequence (P14416 whole entry, looked up): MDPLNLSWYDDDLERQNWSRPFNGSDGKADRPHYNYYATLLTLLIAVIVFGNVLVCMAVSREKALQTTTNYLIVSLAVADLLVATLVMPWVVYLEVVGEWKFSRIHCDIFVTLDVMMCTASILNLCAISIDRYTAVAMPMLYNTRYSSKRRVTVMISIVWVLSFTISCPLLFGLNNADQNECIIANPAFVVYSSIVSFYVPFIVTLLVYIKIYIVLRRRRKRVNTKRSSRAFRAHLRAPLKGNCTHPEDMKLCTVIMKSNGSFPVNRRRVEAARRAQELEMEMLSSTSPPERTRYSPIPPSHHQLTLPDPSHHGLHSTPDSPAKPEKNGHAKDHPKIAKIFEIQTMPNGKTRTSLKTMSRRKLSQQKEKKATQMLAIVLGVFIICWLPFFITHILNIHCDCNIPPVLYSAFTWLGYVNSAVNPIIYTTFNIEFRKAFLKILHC
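Measurement of antagonist activity uses fluorescent calcium dye in inducible HEK293 T-REx D2 cells: 10 s baseline, compound addition with 180 s read, EC80 dopamine addition with a further 180 s read.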
D2 ag: HTS Assay for Allosteric Agonists of the Human D2 Dopamine Receptor: Primary Screen for Agonists; activation, % at 2 µM; D(2) dopamine receptor (Homo sapiens), P14416; actives 0.53% (n = 340,000); AID 485358, 2010; HEK293 T-REx D2 cells, calcium flux agonist mode;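 active = activation over 3 SD above normal in the single-dose calcium agonist read, cut at about 30% in these data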; note: 0% is about no effect
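Tetracycline-induced HEK293 Trex cells with D2 receptor force-coupled to calcium signaling, plated overnight at 30 C and loaded with no-wash calcium dye. Calcium flux read kinetically for 180 s after compound addition; responses flag agonists.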
D1 PAM: Potentiators of Human D1 Dopamine Receptor: qHTS; D(1A) dopamine receptor (Homo sapiens), P21728; HEK293 TREx D1 cells, calcium flux, dopamine EC20 potentiation; potentiation, % at 10 µM; actives 0.036% (n = 360,000); AID 504651, 2011; in the data active = potentiation above about 30%; note: 0% is about no effect
D2 PAM: HTS Assay for Positive Allosteric Modulators of the Human D2 Dopamine Receptor: Primary Screen for Potentiators; HEK293 T-REx D2, calcium flux, EC20 dopamine potentiation; potentiation, % at 10 µM; D(2) dopamine receptor (Homo sapiens), P14416; actives 0.34% (n = 340,000); AID 485347, 2010;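 active = potentiation over 3 SD above the plate norm, cut at about 30% in these data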; note: 0% is about no effect
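Using a no-wash calcium dye in inducible, force-coupled HEK293 Trex cells expressing D2, we tracked fluorescence each second for 180 s after compound, then for 180 s after EC20 dopamine to detect augmented signalling.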
TRHR enhancer: qHTS for Small Molecule Agonists and Allosteric Enhancers of Human TRH Receptor: Primary Screen for Enhancers; Thyrotropin-releasing hormone receptor (Homo sapiens), P34981; TRHR cells, fluo-8 calcium fluorescence, EC20 TRH enhancement; enhancement, % at 2 µM; actives 0.66% (n = 360,000); in the data active = enhancement above about 30%; note: 0% is about no effect
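TRHR-expressing cells loaded with fluo-8 calcium dye were read kinetically (ex 480/em 530) during compound addition, then stimulated with an EC20 of TRH (10 nM final). Enhancement of the Gq-mediated intracellular calcium response was scored.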
An asterisk follows results filed as active; ? = inconclusive; / = no result given; & = joins results of further samples. Cut-off read from the data, not from the text of the source, unless noted: active = activation above about 30%; inactive = the rest.

SMILES	TRHR agonist	D1 antagonist	D1 agonist	RXFP1 antagonist	D2 antag	D2 ag	D1 PAM	D2 PAM	TRHR enhancer
COc1ccc(CCNC(=O)c2cc(-c3ccc(C)cc3)nc3n[nH]c(-c4ccc(F)cc4)c23)cc1OC	0.9	11.7	5.8	-4.6	/	0.4	-0.6	13.5	7.9
Cc1ccc(C2CC2c2n[nH]c(=S)n2-c2ccc(Cl)cc2)cc1 (stereo not drawn)	-0.3	12.4	0.5	-7.7	3.9	0.4	0.9	0.2	5.3
COc1ccc(C(=O)Nc2ccc(Cl)c(S(=O)(=O)Nc3ccccc3OC)c2)cc1	0.2	-8.7	10.9	5.0	-12.4	0.4	-7.0	4.4	12.6
Nc1ccc(N=Nc2ccccc2Cl)c(N)n1	-0.8	-24.1	-1.0	1.1	-18.3	-0.7	-0.6	-13.9	-2.7
O=C(COc1ccccc1-c1ccccc1)N/N=C/c1ccncc1	0.6	-11.9	4.3	-7.2	-14.0	1.2	-7.0	-2.4	6.7
CCN(C(=O)COC(=O)c1c(C)c(-c2ccccc2)nc2ccccc12)C1CCS(=O)(=O)C1 (stereo not drawn)	-0.6	3.0	0.7	-6.0	5.5	0.9	-4.6	13.7	2.3
Cc1cc(C)c(NC(=O)CSc2nc3ccc(NC(=O)CSc4nnnn4-c4ccccc4)cc3s2)c(C)c1	-0.1	2.4	4.8	5.1	2.9	0.7	-6.3	16.6	5.2
Cc1ccc(NC(=O)C(=O)NCCc2sc(-c3ccc(Cl)cc3)nc2C)cc1C	0.1	21.9	2.4	-3.5	/	/	-0.6	5.0	7.0
CC(=C1C(=O)c2ccccc2C1=O)N1CCN(C/C=C/c2ccccc2)CC1	0.5	/	1.7	7.0	-2.0	-0.4	-0.6	8.1	-3.4
O=S(NCc1ccco1)C12CC3CC(CC(C3)C1)C2 (stereo not drawn)	0.6	7.9	1.2	1.6	-6.5	0.8	2.2	4.8	0.2
CC(=O)Nc1ccc(-c2csc(Nc3ccc(Cl)cn3)n2)cc1	0.7	-1.5	0.4	0.2	-5.0	0.6	0.8	4.6	4.4
COc1ccc(-c2nnc(SC(=O)N3c4ccccc4Sc4ccccc43)o2)cc1	-0.3	1.2	0.4	-14.9	/	/	-8.9	/	-0.8
CCOC(=O)c1c(NC(=O)CN2CCN(C(=O)C3CCCO3)CC2)sc(C)c1C (stereo not drawn)	0.0	-1.0	1.2	-11.4	-0.8	-1.5	-2.0	5.3	7.4
CCOc1ccccc1N(C)C(=O)c1sc2ncn(CC(=O)N3CCCCC3C)c(=O)c2c1C (stereo not drawn)	0.1	-2.8	2.1	-15.9	-7.4	0.7	-0.9	0.5	3.1
CC1CCCCN1S(=O)(=O)c1ccc(S(=O)(=O)N2CCCC2)cc1 (stereo not drawn)	0.2	-7.2	4.0	15.1	14.6	0.0	-9.2	2.0	-0.2
COc1ccc(/C=C/C(=O)Nc2ccccc2C)cc1S(=O)(=O)N1CCOCC1	-0.4	17.9	2.9	-19.8	13.8	14.4	-3.9	-11.8	0.3
Cc1ccc(C)c(Cn2nnc3c(=O)[nH]c(C4CCN(S(=O)(=O)c5ccc(S(=O)(=O)N(C)C)cc5)CC4)nc32)c1	0.4	5.6	1.1	-8.1	/	/	7.8	/	2.4
Cc1sc(N)c(C#N)c1C	-0.2	-8.7	1.6	1.3	-0.7	8.6	-2.2	-5.7	1.0
CC1CCN(C(=O)CNC(=O)CNC(=O)Cc2ccccc2)CC1	0.2	1.4	5.2	-3.4	-13.3	0.9	0.1	11.8	1.7
O=C(CSc1nnc(-c2ccc(C(F)(F)F)cn2)s1)c1ccccc1	0.0	-8.2	2.7	-17.6	-4.8	0.0	8.3	-4.3	2.4

Exported in markdown: part of the list above
| molecule | TRHR agonist | D1 antagonist | D1 agonist | RXFP1 antagonist | D2 antag | D2 ag | D1 PAM | D2 PAM | TRHR enhancer |
| --- | --- | --- | --- | --- | --- | --- | --- | --- | --- |
| CCN(C(=O)COC(=O)c1c(C)c(-c2ccccc2)nc2ccccc12)C1CCS(=O)(=O)C1 (stereo not drawn) | -0.6 | 3.0 | 0.7 | -6.0 | 5.5 | 0.9 | -4.6 | 13.7 | 2.3 |
| Cc1cc(C)c(NC(=O)CSc2nc3ccc(NC(=O)CSc4nnnn4-c4ccccc4)cc3s2)c(C)c1 | -0.1 | 2.4 | 4.8 | 5.1 | 2.9 | 0.7 | -6.3 | 16.6 | 5.2 |
| Cc1ccc(NC(=O)C(=O)NCCc2sc(-c3ccc(Cl)cc3)nc2C)cc1C | 0.1 | 21.9 | 2.4 | -3.5 | / | / | -0.6 | 5.0 | 7.0 |
| CC(=C1C(=O)c2ccccc2C1=O)N1CCN(C/C=C/c2ccccc2)CC1 | 0.5 | / | 1.7 | 7.0 | -2.0 | -0.4 | -0.6 | 8.1 | -3.4 |
| O=S(NCc1ccco1)C12CC3CC(CC(C3)C1)C2 (stereo not drawn) | 0.6 | 7.9 | 1.2 | 1.6 | -6.5 | 0.8 | 2.2 | 4.8 | 0.2 |

(list continues)
SMILES	TRHR agonist	D1 antagonist	D1 agonist	RXFP1 antagonist	D2 antag	D2 ag	D1 PAM	D2 PAM	TRHR enhancer
O=C(O)C1=C[C@@H](c2ccccc2)C[C@@H](OCc2ccc(CO)cc2)O1	-0.6	14.6	6.5	/	6.7	0.4	-2.2	4.0	-5.1
COc1ccc(C(CNC(=O)c2oc3cc(C)c(C)cc3c2C)N2CCCCC2)cc1 (stereo not drawn)	0.0&-0.4	9.4&3.7	0.5&0.9	-1.2&-8.8	-6.1	0.2&-0.3	6.2&4.0	-13.9&-11.2	-2.8&-0.1
Cc1ccc(Sc2ccc(N3CCCC(C(=O)Nc4ccc(Br)cc4)C3)nn2)cc1 (stereo not drawn)	0.3	-10.1	2.2	/	/	0.6	1.3	13.3	-4.0
Cc1ccc(NC(=O)COC(=O)/C=C/c2cccs2)cc1	-1.4	-7.0	11.8	5.3	-5.8	-1.1	-13.9	10.5	2.3
Oc1ccc(N=Nc2c(O)ccc3ccccc23)cc1	1.2	-3.0	0.6	-0.8	11.8	0.6	-3.8	-2.0	0.8
Cc1ccc(S(=O)(=O)CC(=O)N2CCOCC2)cc1	0.9	3.7	1.6	14.2	5.1	0.9	-0.2	17.3	-8.8
O=C(COC(=O)/C=C/C(=O)OCC(=O)NC12CC3CC(CC(C3)C1)C2)NC12CC3CC(CC(C3)C1)C2	0.8	24.7	1.0	?	5.1	6.9	2.1	18.8	-0.5
COc1cc(C(=O)Nc2ccc(S(=O)(=O)N(C)c3ccccc3)cc2)cc(OC)c1OC	0.4	-9.9	4.2	5.7	/	/	-7.5	/	10.5
COCCN(CC(=O)Nc1cccc(C)c1C)C(=O)c1cc(-c2cccs2)nn1-c1ccccc1	-0.9	26.1	3.3	3.3	-27.5	-0.2	-3.4	5.4	6.7
O=C(NNC1CC(=O)N(c2cccc(Cl)c2)C1=O)c1cccnc1 (stereo not drawn)	0.7	6.4	0.4	1.0	-9.9	0.2	8.0	5.0	-2.0
Cc1ccc(N2C(=O)CSC23C(=O)N(CC(=O)NCc2ccccc2)c2ccccc23)cc1C (stereo not drawn)	-0.1	-8.7	3.4	/	/	-0.3	-0.2	5.4	4.1
Cc1ccc(C)c(C(C)NC(=O)c2ccc(Br)o2)c1 (stereo not drawn)	1.2	10.7	3.9	-1.9	10.6	-0.8	1.1	2.5	-8.7
NS(=O)(=O)c1ccc(NC(=O)/C=C/c2ccccc2Cl)cc1	0.1	-4.9	1.7	-10.1	-9.0	2.7	-5.6	12.5	-3.6
Cc1ccc(-c2cc(C(=O)Nc3nccs3)c3ccccc3n2)c(C)c1	0.9	8.1	1.6	-9.2	2.5	2.0	-15.1	-7.6	13.7
COCCNC(=O)CS(=O)(=O)Cc1nc(-c2ccc(C)cc2)oc1C	-0.4	8.9	-0.4	5.2	-4.8	-0.1	-2.0	8.7	-3.2
CCCSc1nc2ccccc2n1CC(=O)O	-1.1	-7.6	-0.8	-11.7	-2.0	-1.2	-1.8	-5.9	-1.6
Cc1cc(C)nc(N(C#N)Cc2cccc([N+](=O)[O-])c2)n1	0.7	4.1	0.7	1.9	-7.8	-1.4	3.2	-0.1	-2.7
COc1ccccc1CNS(=O)(=O)c1c(C(=O)N2CCCCCC2)c(C)n(C)c1C	-0.3	2.0	0.3	12.7	/	/	-0.1	/	6.8
CC(C)N(Cc1ccccc1)C(=O)Cn1ncc2c3ccccc3n(Cc3ccccc3)c2c1=O	1.6	-22.6	4.6	1.0	/	0.1	-4.3	13.2	-3.8
O=C(N/N=C\c1c(O)ccc2ccccc12)c1cncc(Br)c1	105.4*	-21.5	314.5*	7.8	8.3	66.4*	4.9	0.5	37.8*
CC(C)NCCCOc1ccc(Cl)cc1Br	-0.1	-25.3	47.0*	-9.0	-11.6	-1.2	-9.9	8.4	7.6
Cc1ccc(CNC(=O)C2CCCN(c3nc(C)cc(C)n3)C2)cc1 (stereo not drawn)	-0.6	1.1	0.0	0.8	-3.6	-0.8	2.1	-3.7	1.0
Cc1ccc(C)c(NC(=O)c2sc(Cl)nc2-c2ccccc2)c1	-0.1	32.1	-1.5	-14.1	4.4	-1.2	2.5	18.4	3.0
CCOC(=O)c1cc(-c2ccccc2)n(-c2cccc(C(=O)Nc3ccc(OCC)cc3)c2)c1C	0.6	1.5	6.8	-24.8	/	-0.8	-3.3	-5.1	-6.5
CCOc1ccc(Nc2nc(CC(=O)OC)cc(=O)[nH]2)cc1	1.3	2.4	6.9	-3.9	-22.6	-0.4	-3.2	2.0	-2.3
O=C(CC1Nc2cccc3cccc(c23)NC1=O)Nc1ccccc1 (stereo not drawn)	-2.6	6.1	0.3	-10.2	1.3	-1.2	-7.2	3.7	1.4
COc1cc(/C=N/NC(=O)Cc2ccccc2)ccc1Oc1ccc([N+](=O)[O-])cc1[N+](=O)[O-]	0.1	0.3	13.6	-0.4	-18.0	-0.3	-7.5	-5.2	0.4
Cc1ccc(CCNC(=O)c2ccc(CS(=O)(=O)Cc3ccc(Cl)cc3)o2)cc1	-0.5	-2.4	1.4	-16.2	/	0.6	-2.9	-8.6	-3.5
Cc1cccc(C)c1NC(=O)CSCc1cnn(-c2ccccc2)c1-n1cccc1	-0.7	4.9	-1.8	-9.8	/	0.0	-3.0	-15.0	-0.6
Oc1ccccc1C1=NOC(O)(C(F)F)C1 (stereo not drawn)	-2.8	-24.2	2.8	6.9	-9.6	-0.3	-9.6	6.1	9.5
Cc1cnc(C(=O)OCC(=O)c2ccc(F)cc2)cn1	-0.3	-9.6	2.4	1.2	9.4	0.1	0.9	7.9	1.7

No enrichment for hits (roughly 7.3% active in at least one column).
